TDP2 inh = blocks human TDP2 phosphodiesterase activity; O95551; recombinant TDP2, T5PNP hydrolysis, p-nitrophenol absorbance 415 nm; inhibition, % at 12.8 µM; 370,000 tested, 0.34% active; AID 720702;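 active means inhibition above the mean of all tested compounds plus 3 SD, set per campaign, cut at about 25% in these data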;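 further: 0% = DMSO with enzyme and 100% = buffer with substrate but no TDP2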
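Incubation: 2 h at 37 °C; Test system: recombinant human TDP2; Quantity: enzyme 120 nM; Read-out basis: percent inhibition; Medium: 50 mM Tris-HCl pH 7.5 with Mg2+, KCl, DTT, BSA; Repeats: single replicate; Compound: 12.8 µM single point, 1% DMSO; Signal: epi absorbance; Reagent: 5 mM T5PNP chromogenic substrate; Benchmarks: no-enzyme high, DMSO-plus-enzyme low.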
Tn7 DDE FP = disrupts Tn7 cyclic peptide binding to fibrin D-Dimer-E complex; FP displacement of FITC-Tn7 peptide from fibrin DD(E); 0% = median of compound wells per plate; 370,000 tested, 0.13% active; inhibition, % at 8.3 µM; P02675; AID 720508;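 active means inhibition above the mean of compounds falling within the control limits plus 3 SD of them, cut at about 14% in these data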;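 further: 0% = plate median of compound wells and 100% = 10 µM Aha-Tn7 peptide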
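Test system: human clot-derived fibrin DD(E) complex / Quantity: 2 µM final DD(E) protein / Incubation: 10 min plus 3 h, room temperature / Measured by: fluorescence polarization / Benchmarks: high control of 10 µM Aha-Tn7 peptide / Replicates: singlicate testing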
DDE Tn6 FP inh = DD(E)-Tn6 binding inhibition, primary FP screen; inhibition, % at 8.3 µM; P02675; 370,000 tested, 0.21% active; AID 720509; Fibrin DD(E) TRITC-Tn6 fluorescence polarization displacement;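 active means inhibition above a per-campaign cutoff: mean of compounds within control limits plus 3 SD, cut at about 15% in these data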;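 further: 0% = median of all compound wells on the plate and 100% = blocking peptide control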
ASAP1 inh = ASAP1 ArfGAP inhibition. 360,000 tested, 0.19% active. inhibition, % at 16.5 µM. ASAP1-stimulated ARF1 GTP hydrolysis, GDP FP detection. AID 624377; in the data active means inhibition above about 25%;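 further: 0% = vehicle with enzyme and substrate and 100% = no enzyme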
ADAM10 inh = inhibits human ADAM10 | O14672 | recombinant ADAM10, EDANS/DABCYL FRET peptide cleavage, 3 h | inhibition, % at 7 µM | 370,000 tested, 0.62% active | AID 720582;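 active means inhibition above a per-campaign cutoff equal to the mean of compounds falling between control-based bounds plus 3 SD, cut at about 20% in these data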;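 further: 0% = DMSO wells while the 100% control is not disclosed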
PLCb3 inh = blocks human PLC-beta3 enzyme activity. 370,000 tested, 0.18% active. Purified PLC-beta3, fluorogenic substrate, fluorescence. inhibition, % at 12.2 µM; in the data active means inhibition above about 11%;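 further: 0% = median of compound wells on plate and 100% = full blocker control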
PLC-gamma1 inh = inhibitors of human phospholipase C gamma1; inhibition, % at 12.2 µM; purified PLC-gamma1, fluorogenic substrate, fluorescence; 370,000 tested, 0.84% active; AID 720700; P19174; in the data active means inhibition above about 9.5%
SIAE primary = human SIAE inhibition, primary screen. Q9HAT2. SIAE FP-Rh probe binding, fluorescence polarization. inhibition, % at 9.66 µM. 370,000 tested, 0.69% active;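 active means inhibition above a cutoff: mean of compounds within the control limits plus 3 SD of those, cut at about 17% in these data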;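 further: 0% = plate median of compound wells and 100% = probe without SIAE protein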
ARFGAP1 inh = inhibits rat ARF GTPase activating protein 1; Q62848; Arfgap1-stimulated ARF1 GTP hydrolysis, GDP FP detection; inhibition, % at 16.5 µM; 360,000 tested, 0.26% active; AID 651572;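 active means inhibition above a per-plate limit, mean inhibition of low control wells plus 3 SD, cut at about 25% in these data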;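 further: 0% = DMSO wells with enzyme and 100% = wells lacking Arfgap1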
Target sequence (Q62848 1-136 limits assumed): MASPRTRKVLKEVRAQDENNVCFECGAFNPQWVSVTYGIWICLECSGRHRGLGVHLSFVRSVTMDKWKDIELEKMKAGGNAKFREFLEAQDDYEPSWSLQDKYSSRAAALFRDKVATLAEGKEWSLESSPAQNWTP
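Material – truncated rat Arfgap1 GAP domain · Buffer or medium – HEPES-based buffer, pH 7.5 · Reagent – human ARF1(Δ1-17)-GTP substrate · Dosing – 16.5 µM single point, 1.26% DMSO · Schedule – GTP hydrolysis reaction 2 h at 25 °C · Technique – GDP detection by fluorescence polarization · Benchmarks – No-Arfgap1 wells (100%) versus DMSO full-reaction wells (0%) · Repeats – single replicate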
ADAM17 inh = inhibitors of human ADAM17; 370,000 tested, 0.83% active; inhibition, % at 6.95 µM; recombinant ADAM17, EDANS/DABCYL FRET peptide cleavage;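 active means inhibition above the mean of compounds lying between control limits plus 3 SD, set per campaign, cut at about 8.5% in these data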;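 further: 0% = DMSO-only wells as the low control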
Target sequence (P78536 215-824 limits assumed): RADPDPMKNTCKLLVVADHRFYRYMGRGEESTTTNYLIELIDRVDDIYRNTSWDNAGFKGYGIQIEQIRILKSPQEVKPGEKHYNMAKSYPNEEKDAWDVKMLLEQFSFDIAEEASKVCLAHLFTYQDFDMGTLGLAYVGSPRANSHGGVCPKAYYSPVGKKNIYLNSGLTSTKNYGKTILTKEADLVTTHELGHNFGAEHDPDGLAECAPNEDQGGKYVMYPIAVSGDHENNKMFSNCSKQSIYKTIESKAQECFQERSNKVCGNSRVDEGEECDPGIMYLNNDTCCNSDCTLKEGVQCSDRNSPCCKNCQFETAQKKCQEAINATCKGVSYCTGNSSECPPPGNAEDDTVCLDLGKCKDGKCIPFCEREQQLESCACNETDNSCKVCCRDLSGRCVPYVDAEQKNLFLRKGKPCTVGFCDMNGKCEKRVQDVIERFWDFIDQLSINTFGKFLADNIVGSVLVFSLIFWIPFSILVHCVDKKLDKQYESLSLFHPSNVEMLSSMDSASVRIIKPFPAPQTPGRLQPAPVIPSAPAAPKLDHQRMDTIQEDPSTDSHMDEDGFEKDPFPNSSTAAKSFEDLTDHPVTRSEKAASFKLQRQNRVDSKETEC
* hit, by the source's call; x = no result given. The order is random; about 3.6% have a hit in one of these screens.

SMILES | TDP2 inh | Tn7 DDE FP | DDE Tn6 FP inh | ASAP1 inh | ADAM10 inh | PLCb3 inh | PLC-gamma1 inh | SIAE primary | ARFGAP1 inh | ADAM17 inh
C/C(=N/NC(=O)c1nnn(-c2nonc2N)c1CSc1ccc(C)cc1)c1ccncc1 | 11 | 9 | -3 | 0 | -10 | 4 | 0 | -2 | -8 | -1
COc1ccc(-c2cc(C(=O)NC3=NCCS3)c3ccccc3n2)cc1OC | -4 | 1 | -1 | 6 | -20 | -247 | -212 | -21 | 4 | -6
O=C(O)CCCCc1nc2ccccc2s1 | 8 | -6 | 6 | 2 | 0 | 1 | 0 | 0 | -2 | 0
CCN(CC)C(c1ccc(C)cc1)c1nnnn1C1CCCCC1 (stereo not drawn) | -12 | 2 | -2 | -6 | 6 | 1 | 1 | -4 | 6 | -2
O=C(CC(=O)Nc1ccc(Cl)c(Cl)c1)N/N=C/c1ccc(O)cc1 | -14 | -10 | -12 | 13 | 12 | 7 | 4 | -8 | 6 | 5
COc1ccc(CCN2C(=O)CC(N3CCN(S(=O)(=O)c4ccccc4)CC3)C2=O)cc1OC (stereo not drawn) | 7 | 5 | 0 | 10 | -2 | -5 | -2 | 12 | 10 | 0
COC(=O)[C@]12CCCCC=C1N(CCC1=CCCCC1)C(=O)[C@H](CC(=O)NCC1CCCCC1)C2 | -11 | -3 | 1 | -15 | -2 | -1 | 2 | 0 | 3 | -2
COc1ccc(CCC(=O)NC2CCCc3ccccc32)cc1OC (stereo not drawn) | 2 | -6 | -5 | -2 | -3 | -7 | 2 | -1 | 8 | -4
COc1ccccc1OCC(=O)N/N=C/c1c(O)ccc2ccccc12 | -8 | -9 | -11 | -13 | -4 | -15 | -9 | 5 | 2 | -4
COc1cccc(CNC(=O)C2CCN(S(=O)(=O)c3ccc(C)cc3)CC2)c1 | 9 | -2 | -5 | -5 | 0 | -5 | 1 | 4 | 16 | 3
O=C(Nc1cc(S(=O)(=O)N2CCOCC2)ccc1N1CCCC1)C1COc2ccccc2O1 (stereo not drawn) | -4 | -9 | -4 | -7 | 8 | 5 | 4 | 0 | 13 | 0
COc1ccc(N2C(=O)C3CCCN3C2c2ccccc2)cc1Cl (stereo not drawn) | -14 | -1 | 5 | 1 | 15 | 1 | 1 | -4 | -14 | 6
COc1cc2cc(CN(Cc3nnnn3Cc3ccco3)C3CCCCC3)c(=O)[nH]c2cc1OC | -1 | 0 | -5 | -2 | -331 | -319 | -284 | 7 | 11 | -94
COc1ccccc1CCn1cnc(-c2ccc(F)cc2F)c1CC(C)C | -11 | 5 | -6 | -12 | 12 | 4 | 1 | 3 | -4 | 10*
CCc1ccc(N(C(=O)CNC(=O)c2ccco2)C(C(=O)NC2CCCC2)c2ccncc2)cc1 (stereo not drawn) | 2 | -6 | 3 | 8 | -7 | -2 | 1 | 9 | 5 | -1
CCc1ccc(CNCc2cccs2)cc1 | -22 | -2 | -6 | 7 | -14 | -142 | 9 | -3 | 8 | -5
C/C(=N\NC(=O)c1ccc([N+](=O)[O-])cc1)c1cccc([N+](=O)[O-])c1 | 5 | 10 | -3 | -5 | 5 | 0 | 2 | 4 | 8 | -3
COc1cccc(C=Nc2ccccc2C#N)c1O | 1 | 7 | -3 | -7 | 8 | 3 | -3 | 8 | -8 | 4
CC1CCCN(C(=O)Cn2c(=O)oc3ccccc32)C1 (stereo not drawn) | -3 | 2 | 10 | -10 | 1 | -4 | 4 | 2 | 1 | -2
COC(=O)c1ccccc1NC(=O)N1CCN(S(=O)(=O)c2ccc(Cl)cc2)CC1 | -4 | 2 | -7 | -4 | -4 | -2 | -1 | 12 | -13 | -3
O=c1oc2cc(O[C@@H]3OC[C@@H](O)[C@H](O)[C@H]3O)ccc2c2ccccc12 | -5 | 7 | 8 | -1 | -424 | -128 | -98 | -5 | -9 | -181
COc1ccc(C)cc1S(=O)(=O)N1CCN(C(=O)c2ncoc2-c2cccc(F)c2)CC1 | -8 | 6 | -5 | -9 | 1 | -5 | -2 | -1 | 6 | 1
CC(C)NC(=S)NNC(=O)C12CC3CC(CC(C3)C1)C2 | 8 | -6 | 2 | -15 | -10 | 0 | 0 | 0 | -9 | -6
COc1ccc(NC(=O)Nc2ccc3c(c2)CCC3)c(OC)c1 | -14 | 6 | 11 | 20 | -7 | 1 | 1 | 3 | 9 | 0
S=c1nc(-c2ccccc2)[nH]n1-c1ccccc1 | 3 | 0 | 6 | -14 | 0 | 0 | -1 | 2 | -2 | -2

The final four compounds of the part before open the next one:
SMILES | TDP2 inh | Tn7 DDE FP | DDE Tn6 FP inh | ASAP1 inh | ADAM10 inh | PLCb3 inh | PLC-gamma1 inh | SIAE primary | ARFGAP1 inh | ADAM17 inh
COc1ccc(C)cc1S(=O)(=O)N1CCN(C(=O)c2ncoc2-c2cccc(F)c2)CC1 | -8 | 6 | -5 | -9 | 1 | -5 | -2 | -1 | 6 | 1
CC(C)NC(=S)NNC(=O)C12CC3CC(CC(C3)C1)C2 | 8 | -6 | 2 | -15 | -10 | 0 | 0 | 0 | -9 | -6
COc1ccc(NC(=O)Nc2ccc3c(c2)CCC3)c(OC)c1 | -14 | 6 | 11 | 20 | -7 | 1 | 1 | 3 | 9 | 0
S=c1nc(-c2ccccc2)[nH]n1-c1ccccc1 | 3 | 0 | 6 | -14 | 0 | 0 | -1 | 2 | -2 | -2
CCCOc1ccc(CCN2CCC(=O)NC2=O)cc1C | -11 | 1 | 9 | -3 | -2 | 1 | 3 | 2 | 3 | 0
C[C@H](CO)N1C[C@H](C)[C@@H](CN(C)C(=O)NC2CCCCC2)Oc2ccc(NC(=O)Cc3ccccc3)cc2C1=O | 0 | 1 | 1 | -3 | -25 | -3 | 3 | 0 | 5 | -3
CCCOc1nc(C)cc(COC)c1C(N)=O | -6 | 11 | 2 | 6 | 5 | -4 | 4 | 7 | -8 | -4
CCN(CC(=O)N1CCCC1)S(=O)(=O)c1ccc(F)cc1 | -11 | -4 | 7 | -3 | -2 | -4 | -3 | -3 | -2 | 2
COc1cccc(N2CCN(C(=O)C3CCN(S(=O)(=O)c4cccs4)CC3)CC2)c1 | -10 | -2 | 1 | 3 | 7 | 6 | 1 | 0 | 13 | -2
CC(C)(C)NC(=O)C(c1cccnc1)N(C(=O)c1csnn1)c1ccccc1 (stereo not drawn) | 5 | -8 | 5 | 1 | -10 | -1 | 3 | -2 | 2 | 2
Cc1ccc(C(=O)N/N=C(\CC(C)C)c2ccccc2)cc1 | 7 | 8 | 1 | -8 | 0 | 1 | 1 | 2 | -4 | 1
CCOC(=O)c1ccc(NCn2c(=O)oc3ccccc32)cc1 | -15 | -10 | 2 | -2 | 6 | 5 | 7 | 3 | 16 | 4
CC1(C(=O)O)CCC(C(=O)Nc2ccccc2O)C1(C)C (stereo not drawn) | -6 | 5 | -10 | -3 | 12 | 0 | 7 | 5 | -6 | 0
CN(Cc1ccccc1)C(=O)c1ccccc1NC(=O)c1ccco1 | 4 | 5 | -2 | 5 | -3 | 2 | 1 | 3 | 3 | -4
Cc1ccc(C)c(C(=O)CC2(O)C(=O)N(C)c3ccccc32)c1 (stereo not drawn) | -2 | -1 | 9 | -2 | 0 | -1 | -3 | -7 | 16 | -8
N#CC1(Nc2ccc(Br)cc2)CCCC1 | 3 | 2 | -2 | 5 | -9 | 0 | -3 | -2 | 0 | -4
COc1ccc(NC(=S)NCC2CCN(c3ccc(OC)cc3)C2)cc1 (stereo not drawn) | -2 | 1 | 2 | -3 | 8 | -1 | 5 | 6 | 3 | -1
CCOC(=O)c1ccc(NC(=S)N2CCN(c3ccc(N4CCOCC4)nn3)CC2)cc1 | 2 | 0 | 7 | 0 | -107 | -89 | -75 | 7 | 1 | -32
COc1ccc(CN2CCN(C(=O)CC(C)C)CC2)cc1 | 3 | 0 | -2 | 9 | -13 | -8 | -4 | 1 | 7 | -5
Cc1cc(S(=O)(=O)ON2C(=O)c3ccccc3C2=O)ccc1F | 4 | -3 | -2 | -2 | -121 | -33 | -15 | 3 | 2 | -40
Cn1nnnc1SCCNCc1cc(Cl)ccc1OCc1ccccc1 | -7 | 8 | 2 | 6 | -1 | 1 | 3 | 1 | 10 | 1
CC1(C)CC(=O)C2=C(C1)NC(=O)CC2 | 0 | -1 | -5 | -7 | -19 | -4 | -7 | -1 | 2 | -6
O=C(N/N=C/c1cc2c(cc1Br)OCO2)c1cc2ccccc2o1 | -4 | -2 | -5 | -1 | -34 | -131 | -78 | -10 | -1 | -8
COc1ccc(C)cc1-n1nnnc1SCc1nc2ccccc2c(=O)[nH]1 | -5 | 2 | -5 | -1 | -11 | -19 | 0 | -12 | 6 | 1
Cc1ccc2c(c1C)NC(=O)C21N2CCCC2C(C(=O)c2ccc3ccccc3c2)C12C(=O)Nc1ccccc12 (stereo not drawn) | -2 | 5 | 1 | 6 | -13 | -12 | -3 | -6 | 5 | -5
O=C1CN(C(=O)C2CCCCC2)C=CN1CCc1ccccc1Br | 1 | -2 | -1 | x | -4 | 1 | -2 | -4 | x | -4
CCOc1ccc(N2CC(C(=O)OCC(=O)NCc3ccccc3)CC2=O)cc1 (stereo not drawn) | 12 | 10 | 5 | 8 | -1 | 1 | 1 | 2 | -15 | -2
Cc1ccc(CCN2CC(C(=O)NC(C)C)CC2=O)cc1 (stereo not drawn) | -4 | -2 | 1 | 0 | 3 | -6 | 2 | -14 | 3 | -4
CCOc1ccc(/C=C2\SC(=S)NC2=O)cc1OC | -10 | 3 | 4 | -4 | 4 | -5 | -2 | -25 | 11 | -2
Cc1ccc(S(=O)(=O)N2CCCCC2)cc1NC(=O)c1cncc(Br)c1 | -6 | 3 | 5 | 4 | -5 | -8 | 3 | -4 | 12 | -1
Cc1ccc(S(=O)(=O)N2CCCCC2)cc1C(=O)OCC(=O)N1c2ccccc2NC(=O)C1(C)C | 2 | 5 | -6 | 2 | -16 | -1 | 4 | 5 | 6 | -6
CCOC(=O)C1=NN(c2ccc([N+](=O)[O-])cc2)CC1C(=O)OC (stereo not drawn) | 0 | -2 | -6 | -4 | -2 | -7 | -10 | -11 | -7 | -1
CN(CC(=O)Nc1cccc(F)c1)C(=O)c1cccc(S(=O)(=O)N2CCN(c3ccccc3)CC2)c1 | 10 | -4 | -6 | -2 | 9 | -1 | 1 | -5 | 0 | 2
CCN(CC)S(=O)(=O)c1cccc(C(=O)Oc2cccc(NC(=O)c3cccs3)c2)c1 | -5 | 6 | -12 | 7 | 27* | 6 | 3 | -75 | 11 | 9.3*

Screening data from PubChem BioAssay.
